Bioassay records from PubChem BioAssay.
XIAP displacement – XIAP antagonists, biochemical, IAP family, fluorescence polarization (AID 1018) | XIAP BIR domain, fluorescence polarization peptide displacement; higher % means a stronger effect | displacement, % at 20 µM; hits with a dose series show IC50 in µM | 200,000 tested, 0.007% active; in the data active means displacement above about 50%; further: a part of the inactive calls stands beside numbers as strong as those of hits
AID2073 – inhibitors of Mint1-CaV2.2 protein interaction, biochemical, HTRF (AID 2073); 290,000 tested, 0.19% active; inhibition, % at 20 µM, or IC50 in µM where a hit was titrated; Voltage-dependent N-type calcium channel subunit alpha-1B (Homo sapiens); HTRF protein-protein interaction, Mint1-CaV2.2; higher % means a stronger effect; in the data active means inhibition mostly above about 51%, no sharp cut-off; inconclusive means no clear call, values can overlap the other calls; inactive means mostly below about 53%; further: some results filed as inactive read as strong as hits
Dynein cargo inh – inhibitors of GR-EGFP nuclear translocation, primary screen, dynein cargo transport inhibitor project, imaging, high-content, 3617.4 mouse cells | z-score, hits read low | 220,000 tested, 0.47% active | test concentration mostly 20 µM; stimulated with dexamethasone, 1 µM; hits give low values;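 active means plate z-score of nuclear minus cytoplasmic receptor signal below a set negative limit, without overly bright fluorescence or cell loss, cut at about -3.5 in these data, passing the limit was not always enough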;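 further: z-score of nuclear minus cytoplasmic ring GR-EGFP intensity difference per well; some compounds called inactive have numbers as strong as hits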
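medium = tetracycline-free induction medium containing charcoal-stripped FBS | probe or stimulus = dexamethasone, 1.0 µM final | timing = 48 h induction, then 1 h compound, then 30 min agonist, 37 °C | detection = automated 10x imaging of fixed Hoechst-stained cells | read-out basis = nuclear versus cytoplasmic GR-EGFP signal, averaged per well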
PMI inhibition – human PMI inhibitors, high substrate, primary screen, biochemical, fluorescence intensity, high mannose 6-phosphate (AID 1220); inhibition, % at 20 µM; hits with a dose series show IC50 in µM; recombinant PMI enzyme, coupled fluorescence intensity; higher % means a stronger effect; Mannose-6-phosphate isomerase (Homo sapiens); 190,000 tested, 0.66% active
M17LAP inhibition – P. falciparum M17LAP inhibitors, primary screen, biochemical, fluorogenic H-Leu-NHMec substrate, 1536-well (AID 1619); Leucine aminopeptidase (Plasmodium falciparum (isolate 3D7)); recombinant M17LAP, H-Leu-NHMec fluorogenic kinetic assay; higher % means a stronger effect; inhibition, % at 30 µM; hits with a dose series show IC50 in µM; 220,000 tested, 0.38% active;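 active means compound inhibiting the enzyme by more than half at any dose during confirmatory dose-response retesting; inconclusive means strong single-dose inhibitors picked by rank but not retested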;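 further: plate controls were full reaction with DMSO carrier for no effect and no enzyme background for full effect; strong numbers were not always called active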
PMI inhibitors – inhibitors of human PMI, primary screen, biochemical, fluorescence intensity, coupled assay (AID 1209) | Mannose-6-phosphate isomerase (Homo sapiens) | purified PMI enzyme, coupled fluorescence intensity; higher % means a stronger effect | inhibition, % at 20 µM; hits with a dose series show IC50 in µM | 190,000 tested, 0.42% active;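 further: plate controls were DMSO vehicle for no effect and wells lacking substrate for full effect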
LYP phosphatase – inhibitors of LYP phosphatase, biochemical, fluorescence intensity, uHTS (AID 1779) | 290,000 tested, 0.054% active | Tyrosine-protein phosphatase non-receptor type 22 (Homo sapiens) | recombinant LYP phosphatase, fluorescence intensity; higher % means a stronger effect | inhibition, % at 11.5 µM, or IC50 in µM where a hit was titrated;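 further: plate controls were vehicle with enzyme for no effect and no enzyme for full effect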
M1AAP inhibition – P. falciparum M1AAP inhibitors, biochemical, fluorogenic H-Leu-NHMec substrate, 1536-well (AID 1445). recombinant M1AAP, H-Leu-NHMec fluorogenic kinetic assay; higher % means a stronger effect. Aminopeptidase N (Plasmodium falciparum (isolate 3D7)). 220,000 tested, 0.42% active. inhibition, % at 30 µM; hits with a dose series show IC50 in µM;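 active means primary inhibition above the hit cutoff, then over 50% inhibition at one or more dose response concentrations, cut at about 23% in these data, passing the limit was not always enough; inconclusive means conflicting primary data, or primary hits not chosen for dose response; inactive means low primary inhibition, or under 50% at every dose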;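 further: plate controls were DMSO full reaction for no effect and no enzyme background for full effect; strong numbers were not always called active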
Siah-1 displacement – Siah-1 peptide-binding antagonists, primary screen, biochemical, fluorescence polarization, rhodamine-plectin, uHTS (AID 1817); E3 ubiquitin-protein ligase SIAH1 (Homo sapiens); Siah-1 / rhodamine-plectin peptide fluorescence polarization; higher % means a stronger effect; displacement, % at 20 µM; hits with a dose series show IC50 in µM; 290,000 tested, 0.02% active;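 active means displacement of at least 50% at 20 µM, with a fluorescence ratio check between 0.3 and a set limit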;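 further: plate controls were Siah plus tracer with DMSO for no effect and tracer alone without Siah for full effect; strong numbers were not always called active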
Dynein cargo inh cytoplasmic EGFP – second read-out of Dynein cargo inh, no call of its own (marks repeat the call); z-score; measured here: cytoplasmic GR-EGFP intensity; hits give high values
Dynein cargo inh nuclear GR-EGFP – recorded beside Dynein cargo inh, whose call it bears; z-score; measured here: nuclear GR-EGFP intensity;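 lower value marks the stronger effect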
Dynein cargo inh cell count – second read-out of Dynein cargo inh, no call of its own (marks repeat the call); z-score; measured here: cell count per field
Numbers without * were called inactive; ? = inconclusive; . = not tested or not shown. Unless noted, no stated cut-off is given here; in the data, active means inhibition above about 50%; inactive means the rest.

SMILES | XIAP displacement | AID2073 | Dynein cargo inh | Dynein cargo inh cytoplasmic EGFP | Dynein cargo inh nuclear GR-EGFP | Dynein cargo inh cell count | PMI inhibition | M17LAP inhibition | PMI inhibitors | LYP phosphatase | M1AAP inhibition | Siah-1 displacement
COc1ccc(S(=O)(=O)Nc2cccc(F)c2C)cc1C(=O)N1CCOCC1 | -2.2% | 41% | -0.36 | -0.23 | -0.15 | 0.2 | -10% | -6% | -12% | -5% | -2% | 17%
CCOC(=O)C1C(c2ccccc2Cl)NC(=O)N(C)C1(O)C(F)(F)F (stereo unspecified) | -6.5% | 3% | -0.4 | -0.21 | -0.3 | 0.49 | 0% | 16% | -7% | 2% | 10% | -6%
O=C(CSc1nc2ccccc2s1)Nc1ccc(Cl)c(C(=O)O)c1 | -4.7% | 31% | -0.48 | -0.28 | 0.31 | 0.84 | -132% | 16% | -42% | -2% | 2% | 3%
CC(C)[C@H](NC(=O)C1CCCC1)c1nc2ccccc2[nH]1 | -3.0% | 9% | -0.03 | -0.084 | 0.25 | 0.22 | -11% | 1% | -22% | -2% | 0% | 5%
CC(=O)N1CCc2cc(C(=O)CN3CCC(C)CC3)ccc21 | -3.5% | 8% | -0.94 | -0.22 | -0.41 | 0.43 | 17% | 12% | -1% | -6% | -6% | -5%
CCN1CCN(CCCOc2ccccc2-c2ccccc2)CC1 | -6.1% | -19% | 0.79 | -0.15 | 0.2 | -0.95 | -14% | 0% | 2% | -7% | 2% | 10%
CCOC(=O)/C(C#N)=C\c1c(OCC)n(CC)c2ccccc12 | -13% | 4% | 0.26 | -0.25 | 0.63 | -0.9 | 10% | 16% | 4% | -5% | 0% | 5%
O=C(CSCc1ccc(F)cc1)NCc1ccc(F)cc1 | -2.0% | 3% | 2.1 | -0.29 | 1.1 | 0.14 | -7% | -4% | -5% | -7% | -7% | -1%
c1cn2cc(CN3CCOCC3)nc2s1 | -2.1% | -4% | -0.12 | 0.023 | -0.028 | -0.13 | 2% | 12% | 2% | -2% | 7% | 4%
CCS(=O)(=O)c1ccc2oc(SCC(=O)NC(C)C3CC4CCC3C4)nc2c1 (stereo unspecified) | -2.1% | 2% | 1.3 | 0.051 | 0.89 | -0.9 | 6% | -4% | 0% | -8% | 4% | -1%
N/C(=N\OCC(=O)Nc1ccccc1)c1nonc1N | -3.8% | 2% | 0.22 | -0.21 | 0.26 | 0.098 | -4% | 7% | 5% | -10% | 2% | 10%
CC(C)CC1(C(=O)NCCN2CCOCC2)C=CCN1C(=O)c1ccccc1 (stereo unspecified) | -4.6% | 3% | 0.55 | -0.26 | 0.58 | 0.14 | -8% | 8% | -17% | -4% | -3% | -1%
CCOC(=O)N1CCN(C(=O)c2cc(OC)cc(OC)c2)CC1 | -5.5% | 2% | -0.21 | -0.23 | -0.77 | -0.21 | 10% | 6% | 9% | -10% | 6% | -2%
CCOC(=O)c1ccc(N=c2sc(C(=O)OC)cc(=O)n2-c2ccc(C(=O)OCC)cc2)cc1 | -2.6% | 3% | -3.3 | 0.9 | -1.5 | 0.42 | 1% | 14% | -2% | 5% | 5% | 4%
COc1ccc(OC)c2c1sc(=NC(=O)C1COc3ccccc3O1)n2C (stereo unspecified) | . | 29% | -0.071 | -0.22 | 0.57 | 0.26 | . | 12% | . | 10% | 6% | 11%
O=C1c2cccc3cccc(c23)C(=O)N1c1nccs1 | -15% | -1% | -0.45 | -0.14 | 0.15 | 0.12 | 8% | -3% | 11% | -4% | 4% | -3%
Cc1ccc(C)c2sc(N)nc12 | -2.8% | 9% | -0.066 | -0.27 | -0.09 | -0.35 | 2% | 0% | 6% | -8% | 3% | 0%
CC1CCCC(C)N1/N=C/c1cc(Br)c(O)c(Br)c1 (stereo unspecified) | 0.2% | 14% | 0.28 | -0.25 | 0.19 | 0.15 | -3% | 20% | -15% | -4% | 7% | -15%
Cc1ccc(CN2C(=O)N/C(=C\c3ccc(-c4ccc(C(=O)O)cc4C)o3)C2=O)cc1 | . | 16% | -1.1 | -0.22 | -0.59 | 0.33 | . | 5% | . | -5% | 3% | 44%
CCOC(=O)/C(=C\c1ccc([N+](=O)[O-])cc1)C(=O)c1cc(C(C)=O)c(Nc2ccccc2)s1 | -2.3% | 6% | -3.2 | 0.88 | -1.6 | -0.2 | 15% | 6% | -4% | 1% | 11% | -1%

Brought forward from above: 2 compounds; new compounds follow.
SMILES | XIAP displacement | AID2073 | Dynein cargo inh | Dynein cargo inh cytoplasmic EGFP | Dynein cargo inh nuclear GR-EGFP | Dynein cargo inh cell count | PMI inhibition | M17LAP inhibition | PMI inhibitors | LYP phosphatase | M1AAP inhibition | Siah-1 displacement
Cc1ccc(CN2C(=O)N/C(=C\c3ccc(-c4ccc(C(=O)O)cc4C)o3)C2=O)cc1 | . | 16% | -1.1 | -0.22 | -0.59 | 0.33 | . | 5% | . | -5% | 3% | 44%
CCOC(=O)/C(=C\c1ccc([N+](=O)[O-])cc1)C(=O)c1cc(C(C)=O)c(Nc2ccccc2)s1 | -2.3% | 6% | -3.2 | 0.88 | -1.6 | -0.2 | 15% | 6% | -4% | 1% | 11% | -1%
C=CCN1C(=O)CSc2ccc(C(=O)NCCC3=CCCCC3)cc21 | -3.2% | -6% | 0.78 | -0.17 | 0.84 | -0.058 | 7% | -6% | 10% | -2% | 7% | 1%
CC(=O)c1nn(-c2cccc(Br)c2)cc1C(=O)c1ccc(Br)cc1 | -3.9% | 4% | -0.67 | -0.19 | -0.18 | 0.97 | -3% | -1% | 1% | 0% | 0% | 4%
Cc1cc(N2CCCC2=O)cc(C)c1CN1C(=O)c2ccccc2C1=O | -6.6% | 26% | 0.086 | -0.17 | 0.025 | -0.22 | 10% | -30% | 9% | -5% | 7% | -1%
Cc1ccc(C2(c3noc(CN(C)CCCN4CCOCC4)n3)CCCC2)cc1 | 1.4% | 5% | 0.41 | -0.3 | 0.016 | -0.71 | -1% | -2% | 1% | -2% | 2% | 18%
CC(C)Cc1nnc(NC(=O)CSc2nc(O)c(-c3ccccc3)c(=O)[nH]2)s1 | -9.3% | -12% | 0.11 | -0.39 | -0.33 | 0.56 | 2% | 21% | 3% | -3% | 4% | -3%
O=C(OCc1ccc([N+](=O)[O-])cc1)C1CC(=O)N(c2ccccc2)C1 (stereo unspecified) | -5.9% | -8% | 0.024 | -0.018 | 0.34 | 1 | 12% | -1% | 12% | -6% | 12% | -2%
O=C(CCCOc1ccccc1)N1CCN(c2ccccn2)CC1 | 1.7% | -2% | -0.16 | -0.26 | -0.45 | 0.21 | 1% | -3% | 1% | -6% | 0% | 0%
CCOC(=O)CC(NC(=O)c1ccccc1F)c1ccc(C)cc1 (stereo unspecified) | -6.4% | 2% | -1.5 | 0.076 | -0.73 | 0.36 | -8% | -6% | -12% | -6% | 6% | 4%
O=C(Cc1cccs1)N1CCN=C1SCc1ccccc1Cl | -12% | -9% | -1.3 | -0.22 | -0.64 | 0.78 | -5% | -2% | -2% | 6% | 3% | 7%
CS(=O)(=O)Nc1ccc(C(=O)NCc2ccco2)cc1 | -1.7% | -8% | 0.8 | -0.24 | 0.75 | -0.21 | 1% | -2% | -1% | -3% | 13% | 1%
COC(=O)c1ccc(S(=O)(=O)NCc2ccc(S(N)(=O)=O)cc2)n1C | . | -11% | 1.3 | -0.18 | 0.46 | -1.4 | . | -6% | . | -9% | -5% | -2%
O=C(CCSCCc1ccccn1)Nc1nccs1 | -2.1% | 1% | -0.9 | -0.24 | -0.34 | 0.33 | 1% | 0% | -3% | -8% | 2% | 0%
Cc1ccc(S(=O)(=O)n2ccc(OC(=O)c3cccs3)n2)cc1 | -1.9% | -1% | 0.32 | -0.12 | 0.52 | -1.4 | 3% | -8% | 8% | -7% | -2% | -6%
COc1ccc(-n2cc(CNCC3CCOCC3)c(-c3cccc(F)c3)n2)cc1 | 0.6% | 30% | 0.22 | -0.33 | -0.068 | -0.24 | 5% | -2% | 12% | -8% | 0% | 6%
COc1c(F)c(F)c(C(=O)Nc2cccc(Cl)c2N2CCOCC2)c(F)c1F | -8.0% | 10% | 0.12 | -0.14 | 0.01 | 0.52 | -12% | -8% | 7% | 6% | 9% | -5%
Cc1nnc2ccc(N3CCOCC3)nn12 | -2.7% | -1% | -0.19 | -0.5 | -0.14 | 0.66 | -1% | 4% | 8% | -1% | 1% | 5%
CN1CCN(C(=O)c2cnn(-c3ccccc3)c2NC(=O)c2cccs2)CC1 | -7.3% | 0% | -1 | -0.18 | -0.38 | 0.28 | 15% | 0% | 13% | -12% | 1% | 1%
CCSc1nnc(NC(=O)c2nc3nc(C)cc(C)n3n2)s1 | -5.7% | 11% | -0.15 | -0.15 | 0.13 | 0.26 | -3% | 2% | -19% | 3% | 5% | 2%
Cc1cc(C)c(S(=O)(=O)ON2C(=O)c3ccccc3C2=O)cc1C | -6.7% | 1% | -6.1* | 0.94* | -2.4* | 0.74* | -6% | 9% | 3% | -7% | 8% | -6%
Nc1ccc2nc(SCc3ccc([N+](=O)[O-])cc3)sc2c1 | -3.3% | -24% | -0.24 | -0.049 | 0.32 | 0.5 | 17% | 4% | 2% | -5% | 5% | -3%
NS(=O)(=O)c1ccc(CNC(=O)CC23CC4CC(CC(C4)C2)C3)cc1 | -4.6% | 0% | -0.41 | -0.36 | -0.0013 | -0.45 | -2% | 8% | 4% | -9% | 9% | 5%
O=C(O)c1ccc(NC(=O)c2cccc(N3C(=O)C4C5CCC(C5)C4C3=O)c2)cc1 (stereo unspecified) | 2.9% | 5% | 0.32 | -0.24 | -0.21 | -0.48 | -12% | -21% | -13% | -5% | 5% | -2%
Cc1cc(N2CCN(C3CCCC3)CC2)n2c(nc3ccccc32)c1C#N | -13% | ? | -0.24 | 1.2 | -0.16 | 0.0087 | 0% | -24% | 9% | -10% | -6% | 1%
CC(=O)OCC(=O)Nc1ccc(Cl)cc1Cl | -14% | 1% | 0.051 | -0.19 | 0.82 | 0.87 | 2% | -4% | 5% | -1% | 0% | 4%
FC(F)(F)c1cnc(/C=C/Nc2ccccc2Cl)c(Cl)c1 | -3.9% | 3% | 0.12 | -0.22 | -0.59 | 0.13 | 10% | -4% | 12% | -4% | -3% | -1%
